JMJD2C inh: human JMJD2C demethylase inhibition; Q9H3R0; GST-JMJD2C(1-420) H3K9me3 demethylation, DELFIA europium; inhibition, % at 2.35 µM; hit rate 0.069% among 330,000; AID 2099;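 active = more than half of a compound's replicate wells show inhibition beyond 50%, single wells judged on their own value; inconclusive = some, but no more than half, of replicates pass 50% inhibition; inactive = no replicate passes 50% inhibition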;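 also: signal counts dimethyl H3K9 product captured on neutravidin plate; 0% = median of DMSO wells and 100% = 0.3 times that DMSO median; strong numbers were not always called active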
Efflux pump inh: inhibitors of Candida antifungal efflux pumps expressed in yeast. inhibition, % at 10 µM. hit rate 0.44% among 330,000. AID 485275. S. cerevisiae Candida pump triplex, Nile Red efflux;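 active = plate passing quality check with inhibition over a set limit, or well fluorescence over plate mean plus 4 SD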;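 also: Nile Red retained in pooled yeast measured as flow cytometry median fluorescence; 0% = buffer negative control and 100% = Enniatin B positive control; higher means more Nile Red kept so more efflux inhibition; some compounds called inactive have numbers as strong as hits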
PP5 inh: inhibitors of human protein phosphatase 5 (PP5); P53041; purified PP5c, OMFP substrate fluorescence; inhibition, % at 6.7 µM; hit rate 0.18% among 320,000; AID 1987;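 active = inhibition above the campaign's mean inhibition across all tested compounds plus 3 SD, cut at about 9.5% in these data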;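 also: 0% = DMSO only and 100% = 100 µM cantharidin control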
Target sequence (P53041 whole entry, looked up): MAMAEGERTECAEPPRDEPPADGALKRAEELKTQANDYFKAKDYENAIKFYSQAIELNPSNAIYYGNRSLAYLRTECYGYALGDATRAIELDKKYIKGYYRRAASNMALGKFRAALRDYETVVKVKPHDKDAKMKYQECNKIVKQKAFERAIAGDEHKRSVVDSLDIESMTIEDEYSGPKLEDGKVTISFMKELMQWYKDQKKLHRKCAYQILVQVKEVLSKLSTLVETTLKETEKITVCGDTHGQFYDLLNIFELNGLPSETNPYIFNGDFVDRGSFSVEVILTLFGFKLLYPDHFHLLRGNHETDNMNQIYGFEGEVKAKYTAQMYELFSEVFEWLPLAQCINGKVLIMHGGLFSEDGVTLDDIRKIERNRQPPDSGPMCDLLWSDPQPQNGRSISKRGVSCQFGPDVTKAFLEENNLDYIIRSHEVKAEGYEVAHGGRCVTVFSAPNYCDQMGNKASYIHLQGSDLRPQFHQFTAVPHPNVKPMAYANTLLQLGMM
CTSL1 counter: blocks F. hepatica cathepsin L1 in PFM18AAP counter-screen; recombinant F. hepatica cathepsin L1, Z-Leu-Arg-MCA fluorescence; inhibition, % at 5.96 µM; hit rate 0.49% among 300,000; AID 1906;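 active = inhibition above the mean of all tested compounds plus 3 SD, set per screening campaign, cut at about 17% in these data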;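 also: 0% = plate median of test compound wells and 100% = 1 µM Z-Phe-Ala-diazomethylketone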
proCasp3 act: procaspase-3 (human) activation; recombinant procaspase-3 D3A, Ac-DEVD-pNA absorbance 405 nm; hit rate 0.11% among 330,000; P42574; activation, % at 8.5 µM;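 active = activation above the mean of all tested compounds plus 3 SD, cut at about 21% in these data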;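 also: 0% = DMSO alone and 100% = DMSO wells spiked with extra 5 µM PC-3 D3A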
Target sequence (P42574 whole entry D9A/D28A/D175A): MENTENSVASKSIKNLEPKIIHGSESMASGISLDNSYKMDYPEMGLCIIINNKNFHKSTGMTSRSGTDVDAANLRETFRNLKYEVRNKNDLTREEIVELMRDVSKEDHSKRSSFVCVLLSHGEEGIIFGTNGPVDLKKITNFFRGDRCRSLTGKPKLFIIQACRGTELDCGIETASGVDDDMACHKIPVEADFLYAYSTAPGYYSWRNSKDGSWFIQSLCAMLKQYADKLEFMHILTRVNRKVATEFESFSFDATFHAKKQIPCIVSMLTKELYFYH
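Compound: 8.5 µM single point, 0.8% DMSO / Material: Autoprocessing-dead procaspase-3 D3A mutant enzyme / Timing: 1 h preincubation plus 2 h reaction at 25 °C / Medium: Zinc-free HEPES/NaCl buffer with 0.01% Triton X-100 at pH 7.4 / Technique: 405 nm absorbance of p-nitroaniline, reads at 0 and 120 min / Repeats: one well per compound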
TPT1 inhibitor: blocks Candida albicans tRNA 2'-phosphotransferase | recombinant caTPT1, FP RNA substrate dephosphorylation | inhibition, % at 5 µM | hit rate 0.81% among 300,000;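 active = inhibition above the mean of all tested compounds plus 3 SD, set per screening campaign, cut at about 24% in these data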;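 also: plate controls were DMSO alone for no effect and ferristatin control at 100 nM for full effect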
PP1 inh: counter-screen for PP5 inhibitors: inhibitors of human PP1-alpha. purified PP1alpha, OMFP fluorescence. inhibition, % at 6.7 µM. hit rate 0.9% among 320,000. AID 2235. P62136;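 active = inhibition above the mean inhibition of all tested compounds plus 3 SD, computed separately for each screening campaign, cut at about 15% in these data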
core dimer inh: HCV core protein dimerization inhibition | inhibition, % at 5 µM | hit rate 0.33% among 300,000 | TR-FRET GST/Flag-core106 dimerization, 1536-well;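 active = inhibition above the mean of all tested compounds plus 3 SD, set per screening campaign, cut at about 45% in these data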
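assay system = GST-tagged and Flag-tagged HCV core protein residues 1-106 | controls = unlabelled core106 and no-GST-core106 wells | incubation = compound-protein-antibody incubation 4 h at 22.5 °C | probe or stimulus = Eu donor and XL665 acceptor anti-tag antibodies | read-out = % inhibition based on acceptor/donor emission ratio | signal = TR-FRET 671 and 617 nm emission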
proCasp7 act: activates human procaspase-7, counter-screen for procaspase-3 activators; P55210; recombinant procaspase-7, Ac-DEVD-pNA absorbance 405 nm; D23A/D198A/D206A triple mutant, cannot self-cleave; scale: DMSO 0, 5 µM enzyme 100; activation, % at 8.5 µM; hit rate 0.093% among 330,000; AID 463210;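 active = percent activation above the screen-wide mean plus 3 SD, cut at about 25% in these data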
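Test system: Procaspase-7 triple mutant (PC-7 D3A). Also added: Ac-DEVD-pNA substrate, 400 µM as added. Schedule: 1 h enzyme–compound preincubation and 2 h substrate reaction, both 25 °C. Signal: p-Nitroaniline absorbance at 405 nm, read at 0 and 120 min. Control set: low DMSO alone, high DMSO plus 5 µM PC-7.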
Numbers without * were called inactive; u = inconclusive; x = no result given.

SMILES	JMJD2C inh	Efflux pump inh	PP5 inh	CTSL1 counter	proCasp3 act	TPT1 inhibitor	PP1 inh	core dimer inh	proCasp7 act
CCNc1nc(CSc2ccccc2)nc2sc(C)c(C)c12	-6	0.0	0.3	7	-3	0	3	0	-6
CCCS(=O)(=O)N1CCC(C(=O)N2CCC(Cc3ccccc3)CC2)CC1	3	0.1	-4.9	10	7	1	-4	-4	6
COc1ccc(Nc2oc(-c3ccccc3F)nc2C#N)cc1	-26	0.0	4.0	3	-5	5	4	-7	-6
COc1ccc(NC(=O)C2CCCN(c3nc(C)cc(C)n3)C2)cc1 (stereo not given)	-10	0.1	0.8	-1	-1	-3	-8	1	6
COc1ccc(NS(=O)(=O)c2ccc(C)c(C(=O)NCC(c3cccs3)N3CCOCC3)c2)cc1 (stereo not given)	9	0.0	3.1	2	-4	-1	0	0	0
CC(=O)c1sc(NC(=O)c2ccc(C(C)(C)C)cc2)nc1C	-4	-0.1	1.7	2	4	3	4	19	0
COc1ccccc1NC(=O)C/C(N)=N/O	-7	0.1	2.6	0	0	-6	-2	-5	3
Cc1ccc(S(=O)(=O)N2CCCCC2)cc1NC(=O)C1CCC1	-3	0.0	1.7	x	12	x	0	x	9
COc1ccc(C(C)=O)cc1COc1cccc2cccnc12	26	-0.1	-3.4	-6	-8	3	1	12	4
Fc1cccc(CNCc2ccc3c(c2)OCO3)c1	-22	0.1	-1.1	-2	-2	-1	-4	9	7
COc1cc(C(=O)NC(C)CCc2ccccc2)cc(OC)c1OC (stereo not given)	5	-0.1	-0.3	5	6	-1	1	-8	2
CCCOc1ccc(-c2nc3c(c(=O)[nH]c(=O)n3Cc3ccccc3)n2CCO)cc1OCC	-5	0.1	4.8	1	-8	-2	1	4	6
CC1CCCN(C(=O)C2c3ccccc3C(=O)N3CCc4ccccc4C23)C1 (stereo not given)	-4	0.1	2.1	2	-3	-2	-5	-2	1
O=C(/C=C/c1ccco1)Nc1ccc(N2CCCC2)cc1	8	-1.5	-2.2	0	8	2	2	-22	-18
Cc1ccc(C(=O)NCCc2ccc(S(=O)(=O)N3CCCC3)cc2)cc1	6	0.0	-1.0	-3	-10	-2	-5	3	-11
CCN(c1ccc(OCC(=O)OCC(=O)Nc2ccc(F)c(F)c2F)cc1)S(=O)(=O)c1ccccc1	-7	-0.2	2.1	2	4	-4	-3	-4	-4
Cc1cccc(NC(=O)CSc2nnc(Cc3ccccc3)o2)c1	-3	0.5	1.2	-7	-8	3	-10	-1	-15
COc1ccccc1CNC(=O)c1ccccc1N	13	-0.1	0.5	-3	3	-2	-3	-1	4
Cc1cccc(OCC(=O)Nc2ccc(CN3CCOCC3)cc2)c1C	9	-1.2	2.8	1	8	1	-3	-4	-5
CCOC(=O)c1cc2c(=O)n3ccccc3nc2n(Cc2ccco2)c1=NC(=O)c1ccc(OC)cc1	-2	0.3	1.6	5	-11	16	3	28	-7

Compound profiles, from the list above. Order of screens: JMJD2C inh, Efflux pump inh, PP5 inh, CTSL1 counter, proCasp3 act, TPT1 inhibitor, PP1 inh, core dimer inh, proCasp7 act
Cc1ccc(S(=O)(=O)N2CCCCC2)cc1NC(=O)C1CCC1 is entered as -3, 0.0, 1.7, x, 12, x, 0, x, 9
COc1ccc(C(C)=O)cc1COc1cccc2cccnc12 is entered as 26, -0.1, -3.4, -6, -8, 3, 1, 12, 4
COc1ccccc1CNC(=O)c1ccccc1N is entered as 13, -0.1, 0.5, -3, 3, -2, -3, -1, 4
COc1ccccc1NC(=O)C/C(N)=N/O is entered as -7, 0.1, 2.6, 0, 0, -6, -2, -5, 3
COc1ccc(NS(=O)(=O)c2ccc(C)c(C(=O)NCC(c3cccs3)N3CCOCC3)c2)cc1 (stereo not given) is entered as 9, 0.0, 3.1, 2, -4, -1, 0, 0, 0

The main list resumes, repeating the two entries before the break.
SMILES	JMJD2C inh	Efflux pump inh	PP5 inh	CTSL1 counter	proCasp3 act	TPT1 inhibitor	PP1 inh	core dimer inh	proCasp7 act
Cc1cccc(OCC(=O)Nc2ccc(CN3CCOCC3)cc2)c1C	9	-1.2	2.8	1	8	1	-3	-4	-5
CCOC(=O)c1cc2c(=O)n3ccccc3nc2n(Cc2ccco2)c1=NC(=O)c1ccc(OC)cc1	-2	0.3	1.6	5	-11	16	3	28	-7
C1CN(c2nc3nonc3nc2N2C[C@H]3CC[C@H]2C3)CCS1	12	0.0	-0.6	-1	1	4	-4	-2	4
c1ccc(OCCCc2nc(-c3ccccn3)no2)cc1	7	0.1	3.7	-4	1	-4	-5	9	8
COc1ccc(NC(=O)CN2C(=O)CSC(C)C2=O)cc1 (stereo not given)	2	0.0	2.2	-2	-1	0	-3	0	1
Cc1ccc(-n2c(SCc3nc4ccccc4[nH]3)nnc2-c2ccncc2)cc1	-8	0.1	2.3	-2	-13	1	0	-5	8
O=C(NNC(=S)NCc1ccco1)c1ccc(S(=O)(=O)N2CCOCC2)cc1	12	-0.1	2.4	3	-14	-1	-1	-6	-15
COc1ccc(C(=O)NNC(=S)NC(=O)C(C)(C)C)cc1	-3	0.4	-2.5	-7	0	0	-4	3	-3
COc1ccccc1/C=N/NC(=O)C(NC(=O)c1ccccc1)=C(C)C	-16	0.0	2.7	9	-5	3	-1	2	2
NC[C@H](Cc1ccccc1)NCCCCC1CCCCC1	-3	-0.1	1.4	x	-4	x	1	x	5
Cc1ccc(-c2csc3ncnc(SCC(=O)O)c23)cc1	-1	0.1	0.1	-2	3	-1	-2	3	3
Cc1cc(C)n(C(=O)c2cc3sccc3[nH]2)n1	7	0.1	0.6	4	-1	1	0	0	4
CC1=CC(C)C(/C=N/N=C(N)N)C(C)C1 (stereo not given)	3	0.0	1.4	-5	-9	0	0	-7	5
CCNC(=S)N1CCN(CCN=CC2=C(O)CC(c3ccco3)CC2=O)CC1 (stereo not given)	6	0.0	-3.2	3	4	-6	-1	-2	-2
COc1cc(NS(=O)(=O)c2ccc(NC(=O)c3ccc(Cl)cc3Cl)cc2)ncn1	10	0.1	-0.9	1	6	3	1	0	-1
CCOc1ccc(CCNC(=O)COC(=O)Cc2c[nH]c3ccccc23)cc1OCC	-2	-0.1	0.4	-4	-1	1	-3	-5	2
O=C(NNC(=S)NC1CC2C=CC1C2)c1ccncc1 (stereo not given)	-2	0.1	-0.2	2	1	-3	-2	-2	-3
CCSc1ncnc2c1sc1nc3c(cc12)COC(C)(C)C3	2	-0.1	-2.0	3	-10	4	1	1	1
CN(C)Cc1c(O)ccc2[nH]cnc12	-12	-0.1	-0.8	-1	7	-4	-1	-1	3
O=C(N1CCOCC1)N1CCN(S(=O)(=O)c2ccc(F)cc2)CC1	6	-0.1	1.3	5	14	-1	1	-13	6
CC(C)OC(=O)CSc1nnc2c(n1)[nH]c1ccc(F)cc12	-4	-0.1	-0.4	9	8	-5	0	0	-4
Cc1cccc(NC2(C(F)(F)F)N=C3SCCN3C2=O)n1 (stereo not given)	1	-0.1	-0.9	-1	3	1	-3	-5	12
CC(=O)C1=C(C)N(Cc2ccccc2)C(=O)N[C@@H]1c1cccc(C(F)(F)F)c1	16	0.0	0.5	1	0	2	-3	8	9
C=CCn1c(SC(C)C(=O)Nc2ccc(Cl)cn2)nnc1C1CC1 (stereo not given)	u	0.2	-1.6	2	7	0	-6	1	1
CC(C)CN(CC(C)C)c1ccc(/C=N/n2cnnc2)cc1[N+](=O)[O-]	2	0.0	5.1	2	-7	-3	11	15	11
COc1ccc2nc(N3C(=O)CC(C(C)c4ccccc4)C3=O)sc2c1 (stereo not given)	-2	-0.2	1.9	-2	2	-5	1	-1	11
CCOc1ccc(CC(C(=O)NN)C(=O)NN)cc1CN(C)C	8	-0.1	2.1	-1	0	0	-1	0	5
O=C(O)CCC(=O)N1CCN(c2cccc(Cl)c2)CC1	-9	0.0	-0.8	-1	-7	3	0	6	0
CNc1oc(-c2ccccc2F)nc1S(=O)(=O)c1ccc(C)cc1	1	0.1	3.6	5	-8	-2	-7	-7	-22
COc1cc(CC(=O)Nc2cccc(C(F)(F)F)c2)cc(OC)c1OC	-7	0.0	-1.2	-1	5	-2	-1	-2	5
O=C(O)CCNC(=O)c1ccc(NC(=O)Cc2ccc(Cl)cc2)cc1	20	0.0	1.6	4	1	0	1	-7	-2
COc1ccc(Cl)cc1C(=O)NCc1ccc2c(c1)OCO2	-9	0.0	0.1	1	4	2	-4	7	6
CC(=O)Nc1ccc(S(=O)(=O)Nc2ccc3c(c2)OCCO3)cc1Cl	-10	-0.3	0.2	-3	-8	-1	-4	-8	2
COc1ccc(C(=O)NNC(=O)c2ccc(S(=O)(=O)N3CC(C)OC(C)C3)cc2)cc1 (stereo not given)	-3	0.3	3.2	-7	-2	5	-1	1	-1
Cc1ccc2nc(SC(C(=O)Nc3ccc(F)cc3)c3ccccc3)[nH]c2c1 (stereo not given)	-4	-0.1	3.1	-4	4	0	0	5	-12
O=C(c1ccc(Br)o1)N1CCCc2ccccc21	1	0.0	3.8	4	-4	-1	-1	0	2
CCOc1ccc(CCNC(=O)C(O)c2ccccc2)cc1 (stereo not given)	-4	-0.1	2.1	-2	0	-5	-3	-6	-1
Cn1nccc1C(=O)N1CCCC(C(=O)c2ccc(C(F)(F)F)cc2)C1 (stereo not given)	4	0.1	0.6	0	-1	0	-3	-3	-4
Cc1ccc(C(=O)N(Cc2nnc(-c3ccc(Cl)cc3)o2)C2CC2)o1	13	0.2	-0.9	x	-2	x	-3	x	10
Cc1nc2nc(Cc3ccccc3)[nH]n2c(=O)c1Cc1ccccc1	-3	0.1	-2.4	0	7	0	-3	4	5
O=c1[nH]c(CCC2CCCC2)nc2ccccc12	-6	0.1	-2.7	2	5	-1	-3	-3	-2

Two entries from above, in markdown.
| Molecule | JMJD2C inh | Efflux pump inh | PP5 inh | CTSL1 counter | proCasp3 act | TPT1 inhibitor | PP1 inh | core dimer inh | proCasp7 act |
| --- | --- | --- | --- | --- | --- | --- | --- | --- | --- |
| CCNc1nc(CSc2ccccc2)nc2sc(C)c(C)c12 | -6 | 0.0 | 0.3 | 7 | -3 | 0 | 3 | 0 | -6 |
| CCCS(=O)(=O)N1CCC(C(=O)N2CCC(Cc3ccccc3)CC2)CC1 | 3 | 0.1 | -4.9 | 10 | 7 | 1 | -4 | -4 | 6 |
